TAG inh: inhibitors of triacylglycerol accumulation. H9c2 cells, Nile Red lipid (TAG) fluorescence; cells loaded with 200 µM oleic acid. inhibition, % at 12.5 µM. 230,000 compounds, 0.66% hits. AID 651582;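 active = pattern-corrected inhibition of lipid staining of at least 50% with the nuclear-stain viability signal not falling by more than 50%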;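 note: 0% = DMSO wells and 100% = triacsin C control wells; some results filed as inactive read as strong as hits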
TAG inh DAPI viability: recorded beside TAG inh, whose call it bears; DAPI nuclei signal change (viability), lower = more cytotoxic, %;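 whole-well DAPI fluorescence read on a plate reader as a viability signal; minus 50 percent equals half of cells still viable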
The depositor's hits bear a star.

SMILES	TAG inh	TAG inh DAPI viability
O=C(Nc1cccc(-c2csc(Nc3ccccc3)n2)c1)c1cc([N+](=O)[O-])cc(C(F)(F)F)c1	27	-1
CCOC(=S)N/C(=N\S(C)(=O)=O)c1ccccc1	-3	-3
CCOC(=O)C1(Cc2ccccc2C)CCCN(C(=O)c2ccc(OC)o2)C1 (stereo not drawn)	-9	0
Cc1cc(-c2cc(-c3ccccc3)on2)nc(NCC2CC2)n1	0	3
COc1ccc(NC(=O)CN2CCN(C(C)=O)CC2)cc1S(=O)(=O)N1CCOCC1	-15	1
Cc1ccc(NC(=O)c2nc[nH]c2C(=O)N2CCOCC2)c(C(=O)c2ccccc2)c1	-7	14
CC(NC(=O)COC(=O)CN1C(=O)NC2(CCCC2)C1=O)c1ccc(F)cc1 (stereo not drawn)	-6	5
O=C(OCC(=O)c1ccccc1Cl)C1=NN(c2ccccc2)C(=O)CC1	3	-1
Cc1ccc(-c2nnc(NC(=O)c3ccco3)o2)c(C)c1	3	-6
COC(=O)c1cnn2c1C(=O)N(Cc1cccs1)CC2	13	16
Cc1ccc(S(=O)(=O)NCCC(=O)OCC(=O)Nc2cccc(S(=O)(=O)NC3=NCCCCC3)c2)cc1	-4	1
COc1cccc(C(=O)Nc2ccc(NC(C)=O)cn2)c1	-1	-2
O=C1NCCN1CCNS(=O)(=O)c1ccc(F)c(Cl)c1	1	3
O=C(Cc1ccc([N+](=O)[O-])cc1)N/N=C/c1cccnc1	-6	-1
CCC1=[N+](CC(=O)c2ccc(Br)cc2)CCn2c(C)ccc21	-7	-7
Cc1ccc(CNC(=O)C2CCCN(c3nc(C)cc(C)n3)C2)cc1 (stereo not drawn)	0	1
CC1=NN(C(N)=S)C(=O)C1N=Nc1ccccc1[N+](=O)[O-] (stereo not drawn)	11	1
CN(C)CCCN1C(=O)C(O)=C(C(=O)c2cc3ccccc3o2)C1c1ccccn1 (stereo not drawn)	3	3
O=C(CSc1nccc(=O)[nH]1)c1ccco1	12	-3
COc1ccc2c(CC(=O)OCC(=O)Nc3ccc4c(c3)OCO4)coc2c1	-13	5
CCC1/C(=N\O)CC(c2ccco2)NC1c1ccco1 (stereo not drawn)	-1	8
O=C(COC(=O)c1cc([N+](=O)[O-])ccc1N1CCOCC1)c1ccc(Br)cc1	1	6
N/C(=N\OC(=O)c1cnn(-c2ccccc2)c1C(F)(F)F)c1cc(C(F)(F)F)cc(C(F)(F)F)c1	0	3
C[C@@H]1CN([C@@H](C)CO)C(=O)CCCn2nncc2CO[C@@H]1CN(C)C(=O)Nc1ccc(N2CCN(C)CC2)cc1	-17	4
Cc1onc(-c2c(F)cccc2Cl)c1C(=O)Nc1cccc(S(=O)(=O)N2CCOCC2)c1	4	2
The list continues.
SMILES	TAG inh	TAG inh DAPI viability
CC(C)(O)c1cc(=O)sc2nc3ccccc3n12	-18	11
OCC1CCN(Cc2nc(Cc3ccccc3Cl)no2)CC1	-17	4
CN(C)S(=O)(=O)c1ccc(NC(=O)C2CC(=O)N(Cc3ccccc3Cl)C2)cc1 (stereo not drawn)	4	0
N#Cc1ccccc1OCC(=O)N1CCN(S(=O)(=O)c2ccc(Cl)cc2)CC1	5	9
Cc1cc(C)nc(Nc2ccc(C)c([N+](=O)[O-])c2)n1	11	-11
COc1ccc2c(c1OC)C(=O)N(c1nccs1)C2	3	6
CSCC(NS(=O)(=O)c1ccc(C)cc1)C(=O)O (stereo not drawn)	-6	-4
Cc1ccc(C(=O)NNc2ncnc3c2cnn3C)cc1	-3	2
CCN(CC)C(=O)c1ccc(COc2ccc(Cl)c(C)c2)o1	-11	-3
Cc1c(Nc2cc(N3CCCC(C)C3)c3nonc3c2[N+](=O)[O-])c(=O)n(-c2ccccc2)n1C (stereo not drawn)	-21	6
O=C(N/N=C/c1ccc([N+](=O)[O-])o1)c1ccc(O)cc1	-8	-10
CSc1ccccc1NC(=O)CN(C)CC(=O)Nc1ccccc1C(F)(F)F	-6	-13
CCCCNc1nnc(SCC(=O)c2c(N)n(CCC)c(=O)[nH]c2=O)s1	7	-11
CC[C@@H](C)[C@@H]1CN([C@@H](C)CN2CCC[C@H]2CN2C(N)=NC[C@@H]2Cc2ccccc2)C(=N)N1CCCC1CCCC1	-21	-1
COc1ccccc1/C=[N+](\[O-])C1SC(=S)N(C)C1(C)C (stereo not drawn)	-3	10
CCOc1c(Cl)cc(/C=C/C(=O)N(CC)CC(=O)NCc2cccs2)cc1OC	59*	-6.1*
Cc1cc(C)c(OCC(O)CN2CCN(C(=O)c3ccccc3)CC2)c(C)c1 (stereo not drawn)	-4	-4
COc1ccccc1NC(=O)COC(=O)c1ccccc1C(=O)N1CCN(c2ccccc2)CC1	-36	2
CCn1c(COc2c(C)cccc2C)nnc1SCc1nc2ccccc2c(=O)[nH]1	-9	-10
Cc1ccc(-c2cnc(C(O)c3c(C)cccc3C)[nH]2)cc1 (stereo not drawn)	7	-9
O=C(Cn1ccc(NC(=O)OCc2ccccc2)nc1=O)NCCc1ccccn1	-9	1
O=C(Nc1cc(S(=O)(=O)N2CCOCC2)ccc1Cl)c1ccncc1	2	0
Cc1ccc(C(=O)c2cnc3ccccc3c2-c2ccccc2)cc1	-212	15
COC(=O)c1cc(C#N)c(Oc2cccc(C)c2C)nc1C	-11	-1
O=C(Cc1c(Cl)cccc1Cl)Nc1cccnc1	11	-7
The results go on.
SMILES	TAG inh	TAG inh DAPI viability
c1ccc2c(C[C@@H]3CNCCN3CCC34CC5CC(CC(C5)C3)C4)cccc2c1	1	9
COc1cc(CN2CCNC(=O)C2CC(=O)N2CCCO2)cc(OC)c1 (stereo not drawn)	5	-6
CCCCOCCCNC(=O)CCCOc1ccccc1	-2	4
C=CCSc1nnc(-c2nnc(SCC=C)n2-c2ccccc2)n1-c1ccccc1	-2	-2
COc1ccc2[nH]cc(/C=N/NS(=O)(=O)c3ccc(C)cc3)c2c1	8	-12
CC(C)CN(C(=O)CN1CCCCCC1)c1c(N)n(CC(C)C)c(=O)[nH]c1=O	-2	0
CCCOCC(O)CC(Cc1ccccc1)C(=O)NN (stereo not drawn)	-29	8
Cc1cccc(Cn2c(N(C)Cc3ccccc3)nc3c2c(=O)[nH]c(=O)n3C)c1	-13	-2
Cc1ccc(Cc2cnc(N3C(=N)SC(c4ccccc4)C3=O)s2)cc1 (stereo not drawn)	-1	7
Nc1ccc2nn(-c3cccc4ccccc34)nc2c1	3	23
CCCCc1nnc(NC(=O)c2ccc(-n3cncn3)c([N+](=O)[O-])c2)s1	-10	8
CCn1c(SCC(=O)N(C)C2CCS(=O)(=O)C2)nnc1-c1ccccc1 (stereo not drawn)	8	-11
Cc1ccc(S(=O)(=O)N2CCC(=O)N(C(COCc3ccc(C(F)(F)F)cc3)C(C)C)CC2)cc1 (stereo not drawn)	5	-6
Nc1ccc(Nc2nc(-c3cc4ccccc4oc3=O)cs2)cc1	22	-7
CCCSC(=S)c1c(C)[nH]n(-c2ccccc2)c1=O	12	-7
O=C(NN=C1CCC(=NNC(=O)c2ccccn2)CC1)c1ccccn1	0	-11
COc1ccccc1N1CCN(C(=O)C2CCN(S(=O)(=O)c3ccc(F)cc3)CC2)CC1	15	6
CC(C)(C)n1nc2c(c1NC(=O)c1ccccc1F)CS(=O)C2 (stereo not drawn)	-7	0
CN(C)S(=O)(=O)c1ccc(Cl)c(NC(=O)CN2CCN(Cc3ccc4c(c3)OCO4)CC2)c1	-7	3
CCN(CC)C(=N)/C(C#N)=N/Nc1ccccc1	-4	0
COc1ccccc1OCc1cc(C(=O)N2CCCC(OCc3cccnc3)C2)no1 (stereo not drawn)	13	5
CCOP(=O)(c1ccc(N(C)C)cc1)C(O)c1ccncc1 (stereo not drawn)	-5	0
O=C1CN(C(=O)COc2ccc(F)cc2Cl)c2ccccc2N1	1	6
COc1ccc(/C=N/N=C2/CC(C)(C)Cc3n[nH]c(=O)cc32)cc1	4	-1
CC(=O)Nc1cccc(/C(C)=N/NS(=O)(=O)c2ccc(C)cc2)c1	1	-5
Further structures follow:
SMILES	TAG inh	TAG inh DAPI viability
Cn1cc(C(=O)CCl)c2ccccc21	-5	-8
Fc1ccc(CNCc2ccc3c(c2)OCO3)cc1	4	-1
O=C(NCc1ccc(Cl)cc1)C1CCCN1C(=O)Nc1ccc(F)cc1 (stereo not drawn)	5	-3
CCc1ccc(NC(=O)CSC2=C(C#N)C(c3ccco3)C3=C(CCCC3=O)N2)cc1 (stereo not drawn)	14	2
COc1cccc(NC(=O)CN(C)C(=O)CN2C(=O)NC3(CCCC3)C2=O)c1	1	-5
Cc1ccc(C)c(N2CCN(S(=O)(=O)CC34CCC(CC3=O)C4(C)C)CC2)c1 (stereo not drawn)	-12	7
Cc1cc(SCc2ccccc2)nc(=O)[nH]1	0	-1
COc1ccc(CNS(=O)(=O)CCNC(=O)c2ccccc2)cc1	5	-5
O=C(C[C@@H]1C/C=C/CC[C@H](Cc2ccc(F)cc2)C(=O)OC[C@@H](Cc2ccccc2)NC1=O)N[C@H](CO)Cc1ccccc1	16	3
Cc1ccc(NS(=O)(=O)c2ccc3[nH]c(=O)sc3c2)cc1	-9	-11
CSc1ccccc1NC(=O)CN(C)C(=O)c1cccc(S(=O)(=O)N(C)C)c1	-3	104
O=C1Nc2ccccc2C(=O)N2CCCCC12 (stereo not drawn)	-24	-7
Cc1nc2ncnn2c(N2CCN(C(=O)c3cccc(F)c3)CC2)c1C	6	0
CN(CCOc1ccc(Cl)cc1)C(=O)c1cc(-c2ccco2)nc2ccccc12	4	18
COCCNC(=O)CNC(=S)N(CCCN1CCOCC1)Cc1cccs1	-4	-2
CCn1c(CCCOc2ccc(Cl)cc2Cl)n[nH]c1=S	12	2
COC(=O)c1ccc(COC(=O)Cc2n[nH]c(=O)c3ccccc23)cc1	-8	1
NS(=O)(=O)c1ccc(NC(=O)Cc2cccs2)cc1	-15	3
O=C(NC1CC1)c1cc(-c2ccco2)nc2ccccc12	0	8
CC1CCc2c(sc(NC(=O)COC(=O)c3ccc(O)cc3)c2C#N)C1 (stereo not drawn)	21	-10
COc1ccc(Nc2nc(C)cc(C)c2C(N)=O)cc1	2	8
Cc1ccccc1CN1CCN(C(=O)c2cc(-c3ccncc3)nc3ccccc23)CC1	10	-1
Fc1ccc(-n2cc(CNCCc3ccccn3)c(-c3ccccc3Cl)n2)cc1	15	2
COc1ccc(CCNC(=O)COC(=O)c2cc(S(=O)(=O)N3CCCC3)ccc2O)cc1	10	0
CCCN1CCN(C(=S)Nc2ccc(SC(F)F)cc2)CC1	-3	12
The listing continues.
SMILES	TAG inh	TAG inh DAPI viability
CCOc1ccc(-c2nn(-c3ccccc3)cc2/C=C2\SC(=S)N(C3CCS(=O)(=O)C3)C2=O)cc1 (stereo not drawn)	24	3
CCCCN1CC(C)(C)[C@H](CC(=O)Nc2ccc(Br)cc2)C1=O	-25	9
COc1cccc(C2N(c3ccccc3)CCN2c2ccccc2)c1OC	6	-4
O=C(CSC1=Nc2ccccc2C2=NC(c3ccccc3)C(=O)N12)NC1CCCCC1 (stereo not drawn)	7	9
CCN1C(=O)C(CC(=O)Nc2ccc(C)cc2C)Nc2cc(S(=O)(=O)N(C)C)ccc21 (stereo not drawn)	13	-7
Cc1cccn2c(=O)c(C=O)c(N3CCCCC3)nc12	-16	6
COc1ccc(S(=O)(=O)NNC(=O)C23CC4CC(CC(C4)C2)C3)cc1[N+](=O)[O-]	0	0
Cc1ccc(S(=O)(=O)/N=C(/Nc2c(C)cccc2C)c2ccccc2)cc1	3	-8
CCOc1ccc(NC(=O)C2CCCN2S(=O)(=O)c2ccc3c(c2)C(C)(C)C(=O)N3C)cc1 (stereo not drawn)	-4	7
O=C1CC(N2CCN(c3ccc(F)cc3)CC2)C(=O)N1c1ccc(F)cc1 (stereo not drawn)	-3	4
COc1ccc(Cc2noc(-c3ccc([N+](=O)[O-])cc3)n2)cc1OC	-5	-1
COc1ccc(C(C)=O)c(Oc2cc(NN3CCCCC3)c([N+](=O)[O-])cc2[N+](=O)[O-])c1	-3	2
CC(=O)N1c2ccccc2C(C)(C)C2CCC(C)CC21 (stereo not drawn)	-9	-6
Cc1ccc(C(=O)NC(=S)NNC(=O)CCN2CCOCC2)cc1	15	-8
O=C(CSc1ncnc2c1oc1ccccc12)NCc1ccc(F)cc1	-14	0
FC(F)(F)c1cnc(-n2cc[nH]c2=S)c(Cl)c1	-12	6
O=C(CN1CCN(S(=O)(=O)c2ccc(Cl)c(Cl)c2)CC1)N1CCCC1	-1	8

Structural class, those above with two or more sulfur atoms.
SMILES	TAG inh	TAG inh DAPI viability
CCOC(=S)N/C(=N\S(C)(=O)=O)c1ccccc1	-3	-3
Cc1ccc(S(=O)(=O)NCCC(=O)OCC(=O)Nc2cccc(S(=O)(=O)NC3=NCCCCC3)c2)cc1	-4	1
CSCC(NS(=O)(=O)c1ccc(C)cc1)C(=O)O (stereo not drawn)	-6	-4
CCCCNc1nnc(SCC(=O)c2c(N)n(CCC)c(=O)[nH]c2=O)s1	7	-11
COc1ccccc1/C=[N+](\[O-])C1SC(=S)N(C)C1(C)C (stereo not drawn)	-3	10
C=CCSc1nnc(-c2nnc(SCC=C)n2-c2ccccc2)n1-c1ccccc1	-2	-2
Cc1ccc(Cc2cnc(N3C(=N)SC(c4ccccc4)C3=O)s2)cc1 (stereo not drawn)	-1	7
CCn1c(SCC(=O)N(C)C2CCS(=O)(=O)C2)nnc1-c1ccccc1 (stereo not drawn)	8	-11
CCCSC(=S)c1c(C)[nH]n(-c2ccccc2)c1=O	12	-7
Cc1ccc(NS(=O)(=O)c2ccc3[nH]c(=O)sc3c2)cc1	-9	-11
CSc1ccccc1NC(=O)CN(C)C(=O)c1cccc(S(=O)(=O)N(C)C)c1	-3	104
COCCNC(=O)CNC(=S)N(CCCN1CCOCC1)Cc1cccs1	-4	-2
NS(=O)(=O)c1ccc(NC(=O)Cc2cccs2)cc1	-15	3
CCCN1CCN(C(=S)Nc2ccc(SC(F)F)cc2)CC1	-3	12
CCOc1ccc(-c2nn(-c3ccccc3)cc2/C=C2\SC(=S)N(C3CCS(=O)(=O)C3)C2=O)cc1 (stereo not drawn)	24	3

3 entries drawn at random from those above, as already listed:
SMILES	TAG inh	TAG inh DAPI viability
CCCSC(=S)c1c(C)[nH]n(-c2ccccc2)c1=O	12	-7
Cc1onc(-c2c(F)cccc2Cl)c1C(=O)Nc1cccc(S(=O)(=O)N2CCOCC2)c1	4	2
CCOC(=S)N/C(=N\S(C)(=O)=O)c1ccccc1	-3	-3

This is a subset; rates above refer to the full screens.
